# Screening results deposited in PubChem BioAssay by several laboratories.
# Mdm2 ligase inh – MDM2-luciferase reporter signal enhancers, primary screen, MDM2 E3 ligase inhibitor project, cell-based, luminescence, 1536-well. signal enhancement, % at 5 µM. AID 1230, 2008. cell-based MDM2 ubiquitination luciferase reporter, 2 h; 0 = plate control, 100 = twice control, blank-subtracted. actives 0.11% (n = 210,000);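 active means signal enhancement of 30% or more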;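 further: luminescence tracks abundance of the self-degrading MDM2-luciferase fusion protein; higher signal means inhibition of MDM2 E3 ligase activity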
#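 Assay system: stable mammalian line carrying autodegrading MDM2–luciferase fusion reporter; amount: 2000 cells seeded into each well; buffer or medium: DMEM; benchmarks: plate control and blank wells; signal: luciferase luminescence; timing: 2 h compound exposure at 37 °C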
# EBV gp42 block – Epstein-Barr virus gp42 inhibitors, primary screen, biochemical, uHTS, fluorescence polarization. Glycoprotein 42 (Epstein-Barr virus (strain AG876)), Q1HVG2. Fluorescence polarization binding assay, mP read-out. AID 1085, 2008. inhibition, % (tested at 21.74 µM). actives 0.42% (n = 220,000); in the data active means inhibition above about 50%
# Target sequence (Q1HVG2 whole entry, looked up): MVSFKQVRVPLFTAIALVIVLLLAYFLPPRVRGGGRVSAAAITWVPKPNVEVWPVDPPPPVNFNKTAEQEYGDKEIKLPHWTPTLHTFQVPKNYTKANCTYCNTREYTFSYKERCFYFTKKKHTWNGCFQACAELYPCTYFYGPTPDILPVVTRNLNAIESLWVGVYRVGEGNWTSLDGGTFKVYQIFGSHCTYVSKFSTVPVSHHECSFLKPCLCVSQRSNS
# PPC-1+TRAIL kill – compounds killing PPC-1 cancer cells with TRAIL present, primary screen, TRAIL potentiator project, ATPLite luminescence, uHTS. PPC-1 cells + TRAIL, ATPLite viability luminescence. cell killing (% activity), % at 4 µM. actives 0.41% (n = 220,000). AID 1443, 2008;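 active means cell killing above 50% in the first pass at 4 µM, then a duplicate retest at 5 µM averaging 50% or more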;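 further: plate controls were cells with TRAIL plus DMSO for no effect and medium-only wells lacking cells for full effect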
# TNF death inh – inhibitors of TNF-alpha triggered necroptosis, primary screen, cell-based, Jurkat FADD-/-, single concentration. Jurkat FADD-/- TNF necroptosis rescue, ATP luminescence, 24 h; 0 = TNF only, 100 = no-TNF cells. activation (protection from cell death), % at 10 µM. actives 0.068% (n = 220,000). AID 463075, 2010;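 active means activation, meaning protection from cell death, of at least 50% relative to plate controls; inactive means activation below 50%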;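 further: necroptosis triggered by 40 ng/mL TNF-alpha added together with compound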
# Runt-SMMHC FRET – inhibitors of RUNX1 Runt–CBFb-SMMHC binding, primary screen, biochemical, FRET, Cerulean-Runt, Venus-CBFb-SMMHC, uHTS; inhibition, % at 20 µM; actives 0.74% (n = 220,000); Runt-related transcription factor 1 (Homo sapiens) + Core-binding factor subunit beta …; AID 1434, 2008; Cerulean-Runt/Venus-CBFb-SMMHC FRET ratio 530/480, 1 h;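 active means mean inhibition across duplicate retests at 20 µM reaching about 50%, limit read from the data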;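 further: 0% = DMSO wells and 100% = wells with excess untagged CBFb-SMMHC; inhibitors lower the FRET ratio by blocking Runt binding to CBFb-SMMHC; some results filed as inactive read as strong as hits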
# Target sequence (Q01196 whole entry, looked up): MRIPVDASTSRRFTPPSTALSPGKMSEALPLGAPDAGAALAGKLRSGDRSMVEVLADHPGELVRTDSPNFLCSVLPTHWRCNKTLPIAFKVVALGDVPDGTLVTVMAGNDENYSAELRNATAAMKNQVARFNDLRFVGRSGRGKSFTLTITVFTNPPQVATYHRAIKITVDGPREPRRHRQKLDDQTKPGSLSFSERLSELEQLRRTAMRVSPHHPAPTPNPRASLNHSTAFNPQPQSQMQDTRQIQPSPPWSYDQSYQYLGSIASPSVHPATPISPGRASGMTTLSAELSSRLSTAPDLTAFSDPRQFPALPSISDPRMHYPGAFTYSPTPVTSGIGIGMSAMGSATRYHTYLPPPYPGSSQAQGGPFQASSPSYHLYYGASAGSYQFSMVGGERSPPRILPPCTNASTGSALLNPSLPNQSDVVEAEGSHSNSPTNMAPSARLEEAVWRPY
# Target sequence (Q13951 whole entry, looked up): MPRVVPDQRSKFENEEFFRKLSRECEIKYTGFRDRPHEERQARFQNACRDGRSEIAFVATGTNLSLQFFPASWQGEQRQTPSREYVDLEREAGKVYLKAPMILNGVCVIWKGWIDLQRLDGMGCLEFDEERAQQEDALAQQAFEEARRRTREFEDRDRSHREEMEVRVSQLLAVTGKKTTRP
# TRPML3 agonist – human TRPML3 channel agonists, primary screen, cell-based, HEK293 TRPML3-YFP, Fluo-8 calcium fluorescence, 3 µM; Mucolipin-3 (Homo sapiens), Q8TDD5; 100% = the carbachol control signal; activation, % at 3 µM; actives 0.29% (n = 220,000); AID 1448, 2008;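 active means activation above its plate's cutoff, the mean activation of the plate's test wells plus 3 SD, cut at about 12% in these data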;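 further: 0% = DMSO only wells and 100% = carbachol wells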
#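 system = HEK293 cells stably carrying human TRPML3-YFP | doses = one concentration, 3 µM nominal, 0.3% DMSO | timing = dye loading 1 h 37 °C then 30 min ambient, 125 s read | detection = Fluo-8 calcium dye fluorescence, ex 470-495, em 515-575 nm | benchmarks = high control carbachol 87 µM, low control DMSO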
# p47phox inh – p47phox/p22phox peptide binding inhibitors, primary screen, biochemical, uHTS, NADPH oxidase regulatory subunit | actives 0.53% (n = 220,000) | Neutrophil cytosol factor 1 (Homo sapiens), P14598 | inhibition, % at 24.7 µM | fluorescence polarization, 2 h | AID 1274, 2008;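 active means inhibition above about 30%, limit read from the data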;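 further: 0% = p47phox with labelled peptide and 100% = labelled peptide alone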
# CHOP inh – inhibitors of CHOP promoter induction, primary screen, cell-based, unfolded protein response, luciferase reporter. CHO-K1 CHOP-promoter luciferase, tunicamycin-induced, 15-18 h. inhibition, % at 10 µM. actives 3.8% (n = 220,000). AID 2732, 2010;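 active means compounds that reduced the stress-induced luciferase reporter signal by more than about 70% of percent inhibition, limit read from the data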;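 further: 0% = tunicamycin plus vehicle and 100% = wells without tunicamycin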
# TRPN1 ag – zebrafish TRPN1 channel agonists, primary screen, cell-based, HEK293, calcium fluorescence; HEK293 zebrafish TRPN1-YFP, Fluo-8 calcium fluorescence; 100% = response to 87 µM carbachol; activation, % at 3 µM; actives 0.18% (n = 220,000);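 active means activation above its plate's cutoff, the mean activation of test wells on that plate plus 3 SD, cut at about 19% in these data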;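 further: 0% = DMSO alone and 100% = 87 µM carbachol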
#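 Assay system: Zebrafish TRPN1-YFP in HEK293 cells | Incubation: Dye loading 1 h at 37 °C, then 30 min room temperature | Measured by: Kinetic Fluo-8 fluorescence, ex 470-495, em 515-575 nm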
# * marks the source's active call; other numbers are inactive results; . = no result given.
SMILES,Mdm2 ligase inh,EBV gp42 block,PPC-1+TRAIL kill,TNF death inh,Runt-SMMHC FRET,TRPML3 agonist,p47phox inh,CHOP inh,TRPN1 ag
CCn1c(SCCOc2ccc(Cl)cc2)nnc1-c1cccs1,-6,-5,-1,-2.4,0,-1.5,-9,11,-1.6
COc1ccc(C2CC(c3ccccc3)=NN2C(=O)COC(=O)C2CC2)cc1 (centres undefined),-6,-10,22,4.1,0,0.9,-20,19,0.8
COc1ccc(NS(=O)(=O)c2ccc(Br)s2)cc1OC,-12,0,5,-2.2,2,1.2,-2,20,2.9
COc1ccc(/C=N/NC(=O)c2nc(-c3ccccc3)cc(-c3ccccc3)n2)cc1O,-11,6,10,-5.6,-1,0.0,-32,7,0.2
CCS(=O)(=O)c1nc(S(=O)(=O)c2ccc(Cl)cc2)c(N2CCc3ccccc3C2)s1,.,-12,3,-5.0,-5,0.3,-16,41,-0.5
COc1ccccc1NC(=O)Cn1nnc(-c2ccccc2NS(=O)(=O)c2ccccc2)n1,.,7,20,2.8,-1,0.5,-23,49,2.0
COc1cc2nc(NCCCN3CCN(C)CC3)n3nc(-c4ccccc4)nc3c2cc1OC,-34,5,47,-14,1,0.6,-4,-31,0.8
COc1ccc(Br)cc1/C=N/NC(=O)c1cccc(S(=O)(=O)N2CCOCC2)c1,-12,3,22,-5.4,-2,1.1,-1,-1,3.0
CCCCNC(=O)C1CCN(C(=O)Nc2ccc(C)cc2)CC1,-6,-12,14,-0.3,-4,0.2,3,-7,0.3
CCOc1ccccc1NC(=O)C1CCCN(S(=O)(=O)c2c(C)[nH]c(=O)[nH]c2=O)C1 (centres undefined),.,-11,13,-1.4,-4,0.0,-14,8,-0.1
Cc1cccc(CN2CCNC2=O)c1,-27,-19,.,0.2,-2,-0.1,-6,-1,0.0
NC(=O)NC(=O)COC(=O)CCCc1c[nH]c2ccccc12,-14,-22,8,0.2,-8,1.0,-9,5,0.3

# Arranged by the number under TRPML3 agonist (lowest first): 3 of the compounds above
structure,EBV gp42 block,Runt-SMMHC FRET,TRPML3 agonist,p47phox inh,CHOP inh
CCOc1ccccc1NC(=O)C1CCCN(S(=O)(=O)c2c(C)[nH]c(=O)[nH]c2=O)C1 (centres undefined),-11,-4,0.0,-14,8
CCCCNC(=O)C1CCN(C(=O)Nc2ccc(C)cc2)CC1,-12,-4,0.2,3,-7
COc1ccc(C2CC(c3ccccc3)=NN2C(=O)COC(=O)C2CC2)cc1 (centres undefined),-10,0,0.9,-20,19

# (next part)
SMILES,Mdm2 ligase inh,EBV gp42 block,PPC-1+TRAIL kill,TNF death inh,Runt-SMMHC FRET,TRPML3 agonist,p47phox inh,CHOP inh,TRPN1 ag
CCOC(=O)C(=O)c1csc(NC(=O)CCSc2ccc(C)cc2)n1,1,-2,20,-0.3,1,-0.2,-8,-15,0.2
O=C(O)C1CC(=O)N(c2ccc(OCc3ccccc3)cc2)C1 (centres undefined),1,-6,6,0.1,2,0.0,-13,7,-0.5
Cc1ccccc1NS(=O)(=O)c1ccc(N2CCCC2=O)cc1,.,-23,9,-5.7,1,-0.2,-9,.,1.6
NNC(=O)c1ccc(COc2cccc3cccnc23)cc1,-3,-19,23,2.6,2,1.0,-11,11,0.6
C=CCn1c(-c2ccccc2)nc2nc3ccccc3nc21,-12,-3,-23,-3.1,0,-0.1,-12,3,-0.2
O=C(CSc1nnc2scc(-c3ccccc3)n12)N1CCCc2ccccc21,-20,-12,27,-1.8,4,0.4,-2,15,0.5
COc1ccc(Nc2ncnc3ccc([N+](=O)[O-])cc23)c(OC)c1,-9,0,8,-2.4,-3,0.0,-2,33,-0.4
O=C(Cc1ccccc1)Nc1ccc2oc(-c3ccncc3)nc2c1,8,-8,11,0.7,-8,0.3,-10,53,1.8
CC(=O)N1CCC2(CC1)C(C#N)=C(N)Oc1n[nH]c(C(F)(F)F)c12,-15,14,38,-1.6,6,0.5,-10,-10,0.4
CCCn1c(SCC(=O)Nc2cccc(Cl)c2Cl)n[nH]c1=O,-12,-3,-2,0.5,-1,0.0,-5,10,0.1
CCCCC#Cc1ccc(C(=O)NNC(=O)Nc2cc(Cl)cc(Cl)c2)o1,-12,-13,-4,0.8,-3,0.0,-20,-1,-0.5
COc1ccccc1NC(=O)C1=C(C)NC(=O)NC1c1ccccc1F (centres undefined),-14,-7,23,1.7,-5,0.2,-15,11,-0.5

# Compound profiles (already shown).
# O=C(O)C1CC(=O)N(c2ccc(OCc3ccccc3)cc2)C1 (centres undefined) in the list: Mdm2 ligase inh = 1; EBV gp42 block = -6; PPC-1+TRAIL kill = 6; TNF death inh = 0.1; Runt-SMMHC FRET = 2; TRPML3 agonist = 0.0; p47phox inh = -13; CHOP inh = 7; TRPN1 ag = -0.5
# CCCCC#Cc1ccc(C(=O)NNC(=O)Nc2cc(Cl)cc(Cl)c2)o1 in the list: Mdm2 ligase inh = -12; EBV gp42 block = -13; PPC-1+TRAIL kill = -4; TNF death inh = 0.8; Runt-SMMHC FRET = -3; TRPML3 agonist = 0.0; p47phox inh = -20; CHOP inh = -1; TRPN1 ag = -0.5
# CC(=O)N1CCC2(CC1)C(C#N)=C(N)Oc1n[nH]c(C(F)(F)F)c12 in the list: Mdm2 ligase inh = -15; EBV gp42 block = 14; PPC-1+TRAIL kill = 38; TNF death inh = -1.6; Runt-SMMHC FRET = 6; TRPML3 agonist = 0.5; p47phox inh = -10; CHOP inh = -10; TRPN1 ag = 0.4

# (list continues)
SMILES,Mdm2 ligase inh,EBV gp42 block,PPC-1+TRAIL kill,TNF death inh,Runt-SMMHC FRET,TRPML3 agonist,p47phox inh,CHOP inh,TRPN1 ag
CCC(C)C1NC(=S)N(Cc2ccccc2)C1=O (centres undefined),-16,-7,10,6.5,0,0.0,-8,18,-0.3
CCOC(=O)c1ccc(NC(=O)Cn2cnc3cc(C)c(C)cc32)cc1,.,-6,21,-11,-1,3.9,-16,56,12
CN(C)S(=O)(=O)N(CC(=O)Nc1ccccc1F)c1ccccc1,-7,-8,8,-0.4,1,0.6,4,12,-0.4
C=CCNC(=O)Cn1nc(-c2ccccc2)ccc1=O,-3,-19,3,4.2,-3,0.7,-10,10,0.9
CCOC(=O)N1CCC(N(CCN(C)C)C(=S)Nc2ccccc2C)CC1,-8,-13,-7,2.1,3,1.7,-5,25,0.4
Cc1onc(-c2ccccc2)c1C(=O)NC(=S)Nc1sc2c(c1C#N)CCC(C)C2 (centres undefined),-8,-27,23,1.9,16,0.9,-47,-13,-0.5
CSc1cccc(NC(=S)N2CCC(N(C)C3CCCCCC3)CC2)c1,8,4,27,1.9,-2,1.0,3,8,0.4
Cc1ccc(NC(=O)c2cc(N3CCOCC3)nc3ccccc23)cc1,-10,.,-3,-2.3,3,0.0,.,.,1.3
O=C(c1ccccc1)c1ccc2nc(N3CCCCC3)c3nncn3c2c1,.,-10,8,-7.6,-2,-0.9,-9,19,-2.2
CCN1CCN(CCCNC(=O)c2csc3c2CCCCC3)CC1,5,-5,12,1.6,1,-0.1,-2,35,-1.0
O=C(CN1C(=O)NC2(CCCc3ccccc32)C1=O)N1CCN(C(=O)c2ccco2)CC1 (centres undefined),-4,-12,14,-0.5,-3,0.3,3,-23,0.8
Fc1cc(F)c2nc(Nc3nc4c(F)cccc4s3)sc2c1,-4,3,17,-0.5,4,-0.1,-2,36,1.7
C/C(=N\NC(=O)CC1N=C(Cc2ccccc2)NNC1=O)c1ccccc1 (centres undefined),-6,-11,19,-1.3,-8,-0.1,-16,36,1.2
CCOC(=O)CSc1nc2ccc(N)cc2s1,-11,-7,-11,-4.9,-3,0.9,-15,28,0.2
COc1ncnc2c1oc1nc(CC(C)C)c3c(c12)CC(C)(C)OC3,6,-4,3,-5.0,-13,0.1,2,-2,0.1
CCN1CCN(c2oc(COc3ccc(-c4ccccc4)cc3)nc2C#N)CC1,4,-5,0,-0.1,-11,0.2,-12,48,1.5
O=S(=O)(c1ccccc1)c1nc(-c2ccccc2)oc1N1CCCCC1,-87,22,-13,0.9,-3,-0.1,5,0,1.5
Cc1ccc(N=Nc2c(C)[nH]n(C(N)=S)c2=O)cc1,-3,-15,33,-1.2,-2,0.7,-9,17,0.3
O=C(CSc1nncn1-c1ccccc1)Nc1ccc(N2CCOCC2)cc1,-2,-23,2,-0.5,2,1.0,-6,9,-0.1
CCOc1ccccc1CNC(=O)CCCc1cn(C)c2ccccc12,.,-9,5,0.7,2,-1.1,0,21,-1.9
c1ccc(-c2nc(-c3ccncc3)no2)cc1,-31,-16,-11,-2.4,1,-0.1,-13,-3,0.9
COC(=O)C1=C(C)N(C)C(=S)N(C)C1c1ccc(OC)cc1 (centres undefined),-4,-7,11,0.7,1,0.3,0,29,-0.4
CC1(C)CC(NC2C3CC4CC(C3)CC2C4)CC(C)(C)N1 (centres undefined),-8,0,12,1.0,-1,1.0,-6,-1,-0.2
O=C(OCC(=O)c1ccc[nH]1)c1ccccc1,-7,-21,6,0.9,-3,0.4,-6,8,-0.4
CC(=O)c1ccc(N2CC(C)(C)C2=O)cc1,14,-11,5,-0.1,0,-0.3,-5,24,2.4
O=C(Nc1ccccc1)C1CC2CCCC(C1)C2=O (centres undefined),-6,-25,8,-1.8,4,1.0,10,-22,0.5
CCc1nnc(NC(=O)CSc2nnnn2-c2cccc(C(C)=O)c2)s1,-3,-27,13,1.1,-2,0.7,-12,3,-0.4
Cn1c(CSc2ncccn2)nnc1SCC(=O)N1CCCC1,-4,2,2,-0.4,0,0.1,-11,10,0.7
CC1CCc2sc(C(=O)Nc3ccc(N4CCOCC4)cc3)cc2C1 (centres undefined),16,1,-30,3.0,4,0.7,-11,14,1.7
O=C(O)c1cc(S(=O)(=O)NCC2CCCO2)ccc1Cl (centres undefined),-15,1,17,-3.1,4,1.0,-3,5,-0.2
O=C(/C=C/c1ccc2c(c1)OCO2)NCc1cn2cc(Cl)ccc2n1,7,2,27,1.2,-6,-0.1,-4,37,-2.2

# Compounds as they come. About 5.9% of those tested had a hit in this group.
